From PubChem
NCI-60 one-dose screen, 48 h, at 10 µM unless noted. Numbers give growth in % (100 = growth as untreated, 0 = no growth, -100 = all killed).
HOP-92: HOP-92 NSCLC cells; 6.3% of 71,000 active; AID 1794738
HOP-62: HOP-62 NSCLC | 3.9% of 80,000 active | AID 1794735
SK-MEL-5: SK-MEL-5 melanoma. 6.4% of 80,000 active. AID 1794755
M14: M14 melanoma; 6.2% of 80,000 active; AID 1794745
EKVX: EKVX NSCLC. AID 1794765. 3% of 71,000 active
A549/ATCC: A549/ATCC NSCLC | 3.7% of 81,000 active | AID 1794740
SK-MEL-28: SK-MEL-28 melanoma; 4.1% of 81,000 active
CCRF-CEM: CCRF-CEM leukemia. 7% of 77,000 active. AID 1794778
Starred values were filed as active, the others as inactive; x = not tested or not shown; & = joins results of further samples. The calls were made as follows: active = growth percent below 10; inactive = the rest. An unsorted share of the library. About 12% of those tested had a hit in this group.

SMILES	HOP-92	HOP-62	SK-MEL-5	M14	EKVX	A549/ATCC	SK-MEL-28	CCRF-CEM
Clc1ccc(/C=C/c2ccc(Cl)cc2Cl)c(Cl)c1	81	95	98	96	59	93	112	100
COc1cc(-c2cn(-c3ccc(/C=C/C(=O)c4cc(-c5cccc(Cl)c5)ccc4O)cc3)nn2)cc(OC)c1OC	108	79	90	92	105	106	98	x
NC(=S)NC(=S)Nc1ccccc1	84	102	99	96	98	97	104	95
CCCCCSc1ccc2nc(NC(=O)OCCC)sc2c1	36	x	18	23	34	46	71	20
CC1(C)NCCC[C@]2(C)[C@H]3CC=C4[C@@H]5C[C@@](C)(CO)CC[C@]5(C)CC[C@@]4(C)[C@]3(C)CC[C@@H]12	38	89	51	34	86	51	68	x
CCOC(=O)C1CC(C)=C(C)CC1C(=O)O (stereo unspecified)	x	106	99	115	93	97	166	92
CS(=O)(=O)c1ccc(CC(=O)Nc2cc(NCc3ccc[n+]([O-])c3)c([N+](=O)[O-])cc2Cl)cc1	x	104	100	100	98	98	100	103
COc1c(B(O)O)cc(F)cc1-c1nc2c(F)cc3[nH]ncc3c2c2c1CCCC2	17	17	7.0*	38	14	2.5*	26	-3.2*
CCCCCOC(=O)N1CCCCC1C (stereo unspecified)	111	118	104	107	107	100	111	93
COc1ccc(OC)c(/C=C/C(=O)CC(=O)/C=C/c2cc(OC)ccc2OC)c1	113	103	99	104	90	95	111	106
COc1ccc(/C=N\NC(=O)N/N=C/c2ccc(OC)c(S(=O)(=O)O)c2)cc1S(=O)(=O)O	120	88	109	106	103	106	107	102
Cc1cc2c(C(C)C)c(O)c(O)c(C(=O)C(=O)Nc3ccc(C(C)(C)C)cc3)c2c(O)c1-c1c(C)cc2c(C(C)C)c(O)c(O)c(C(=O)C(=O)Nc3ccc(C(C)(C)C)cc3)c2c1O	80	94	91	97	99	94	114	99
CC(C)(C)c1ccc(C2CC(=O)C3=C(C2)Nc2ccccc2N(C(=O)c2ccccc2Cl)C3c2ccc(F)cc2)cc1 (stereo unspecified)	59	25	-98*	5.1*	x	-3.2*	39	16
CC/C=C(\CC)C(=O)O	94	108	105	101	x	98	104	94
Clc1cc(Cl)cc(Cl)c1	99	107	106	99	94	105	102	x
O=C(CNc1c(Cl)cccc1Cl)Nc1ccc(-c2nc3ccccc3s2)cc1	94	118	21	56	x	86	104	2.2*
Cc1ccnc(NC(=O)C(C)c2ccc(Nc3ccnc(C(F)(F)F)c3)cc2)c1 (stereo unspecified)	84	106	x	100	x	98	103	x
Cc1ccc(S(=O)(=O)N(Cc2ccccc2)c2ccccc2C(N)=O)cc1	x	98	102	100	x	112	118	x
O=S(=O)(c1ccccc1)C1CCCCC1	94	107	106	101	x	91	99	x
CSc1nn2c(-c3ccc4ccccc4c3)ccnc2c1C#N	34	19	10	5.2*	33	5.4*	39	41
CS(=O)(=O)Nc1cncc(-c2ccc3ncnc(Nc4ccc(F)c(Cl)c4)c3c2)c1	-4.2*	40	-50*	53	0.9*	43	43	12
O=C1/C(=C/c2ccc([N+](=O)[O-])cc2)CN(C(=O)CCN2CCC(=NO)CC2)C/C1=C\c1ccc([N+](=O)[O-])cc1	-10*	-22*	-50*	-33*	-32*	21	-31*	-13*
CCOC(=O)Cn1c(O)c(N=Nc2ccc(S(N)(=O)=O)cc2)c2cc(Cl)ccc21	97	92	101	98	84	83	115	94
CC(=O)OCC(C)Cc1ccc(C(C)(C)C)cc1 (stereo unspecified)	105	111	115	104	106	120	128	110
CCC(=O)NCCCCCCN1CCCCC1	111	99	100	98	105	100	95	118
Nc1ccccc1-c1cc2c(c3c1[nH]c1ccccc13)CCC2	100	85	103	89	90	84	106	99
COC(=O)[C@H]1[C@H]2C[C@@H]3c4[nH]c5ccccc5c4CCN3C[C@H]2C[C@@H](OC(=O)c2cc(OC)c(OC)c(OC)c2)[C@@H]1OC	69	87	46	87	70	90	94	61
Cc1ccc(S(=O)(=O)N2CCN(C(=O)CSc3nc4ccc(C)cc4[nH]3)CC2)cc1	97	106	116	101	97	x	85	95
CCC(=O)Oc1ccc(/C(=C(\C)c2ccccc2)c2ccc(OCCN(CC)CC)cc2)cc1	61	95	75	69	103	85	80	78
Cc1ncc([N+](=O)[O-])n1CC(O)CCl (stereo unspecified)	94	95&103	99&96	103&108	97&101	103&102	128&101	89
Cc1cc(C(=O)Nc2sc3c(c2C(N)=O)CCC(=O)C3)ccn1	75	110	98	116	100	105	128	94
C#CCN(C)CCCOc1ccc(N(C)C(=O)c2cc(C(C)C)c(O)cc2O)cc1Cl	-24*	35	-94*	0.9*	16	16	16	14
CCCCCCN(CCCCCC)CC(=O)c1ccc2cc(Br)c3ccccc3c2c1	x	96	97	88	95	100	99	107
COc1cccc(/C(C)=N\Nc2ccc([N+](=O)[O-])cc2[N+](=O)[O-])c1OC	x	87	x	130	91	92	98	82
CCCCCCCCCCCCCCNc1nc(-c2ccc(C(F)(F)F)cc2)ncc1-c1ccc(C(F)(F)F)cc1	78	107	98	100	x	114	113	111
CCCN1CC(c2ccc(OC)c(OC)c2)=C(c2cn(C(=O)OCC)c3ccccc23)C1=O	26	46	23	70	56	46	73	79
CCOc1ccccc1NC(N)=S	88	82	109	89	105	96	107	80
CCN1C(=O)N(CC)C2C1NN=c1s/c(=C\c3ccccn3)c(=O)n12 (stereo unspecified)	37	12	5.2*	13	62	33	57	x
COc1ccc2c(c1)/C(=C\c1ccc(O)cc1)C(=O)N2	112	107	95	91	54	99	96	80
COc1cc(OC)c(OC)cc1/C=C/C(=O)CC(=O)/C=C/c1cc(OC)c(OC)cc1OC	118	71	89	91	104	91	96	85
CC(=O)CCSCc1ccccc1	x	106	103	124	x	104	105	94
C/C(CC(C)C)=N/O	110&73	112&99	100&102	109&103	111	97&104	109&109	102&103
Cc1cc(C)c(C(=O)CCC[n+]2ccccc2)c(C)c1	82	78	101	79	84	85	106	110
O=C(c1cc2cccnc2n1-c1ccc(Cl)c(Cl)c1)N1CCC1	88	107	98	119	105	101	124	100
O=C(Cn1cc(Cn2c(=O)c(-c3nc4ccccc4[nH]3)cc3ccccc32)nn1)Nc1ccccc1	68	85	96	103	93	88	111	96
NCc1cccc(CN)c1	111	95	109	105	127	98	111	107
CC(C)(O)c1ccc2c(c1)CC[C@@H]1C(C)(C)C(=O)CC[C@@]21C	94	97	104	99	102	103	111	105
Cc1ncc(N)c2c1OC(C)(C)OC2	104	105	109	101	103	114	111	42
C=CCOC(CN(CCCC)CCCC)CN(CCCC)CCCC	76	96	103	87	125	86	107	85
Cc1cc(N=C2NC(=O)/C(=C/c3cc(C(C)(C)C)c(O)c(C(C)(C)C)c3)S2)no1	32	46	43	55	46	48	67	11
O=c1[nH]c2ccc(Cl)cc2[nH]c1=O	92	97	100	98	108	94	114	107
COc1ccc2nc(Cl)c(-c3cc(-c4ccccc4)nc(=O)[nH]3)cc2c1	55	70	74	82	73	77	98	16
CC1CC(C)c2ccccc21 (stereo unspecified)	99	85	98	107	107	x	118	111
CC(=O)Cc1nsc(NC(=O)c2ccc(COc3cccc(C)c3)o2)n1	105	99	98	105	93	103	103	102
CC(=O)n1cc(/C=C2\N=C(c3ccccc3)N(c3ccc(S(=O)(=O)Nc4ccccn4)cc3)C2=O)c2ccccc21	96	105	82	87	92	81	101	56
O=C(Nc1ccc(I)cc1)Nc1nc2ccc([N+](=O)[O-])cc2s1	-88*	-90*	-100*	-100*	-93*	-92*	-99*	-81*
N#C/C(=C\c1ccc(-c2ccc(Cl)c(Cl)c2)o1)C(=O)Nc1ncc(Cc2ccc(Cl)cc2)s1	82	72	80	22	32	12	18	32
CSC(SC)=C1C(=O)Nc2ccccc21	111	101	100	94	97	112	103	93
Fc1ccccc1CNc1c2ccccc2nc2ccccc12	23	52	61	54	62	34	84	46
O=C1C=CC(=O)N1c1ccc(N2C(=O)C=CC2=O)cc1	123	87	103	98	91	101	135	16

(listing goes on)
SMILES	HOP-92	HOP-62	SK-MEL-5	M14	EKVX	A549/ATCC	SK-MEL-28	CCRF-CEM
CCOC(=O)Cc1csc(/N=C\c2c(O)c3ccccc3oc2=O)n1	90	79	87	71	93	98	94	97
COc1ncc(-c2ccc3nccc(C#CCCCCC(=O)O)c3c2)cc1NS(=O)(=O)c1ccc(F)cc1F	-22*	30	10	14	22	15	7.7*	24
CCCOCc1cc(CN2CCN(c3cccc(Cl)c3)CC2)c(O)c2ncccc12	68	105	76	82	x	60	100	69
CC1=C/C(=N/OS(=O)(=O)c2ccc(C)cc2)CC(C)(C)C1	106	99	102	98	103	96	109	97
CCOC(=O)C1=C(C(=O)c2ccc(OC)cc2)C(c2cccc([N+](=O)[O-])c2)C(C(=O)c2ccc(OC)cc2)=C(C(=O)OCC)N1	98	93	92	99	80	91	101	105
C/C=C1\SC(=S)NC1=O	94	100	100	98	95	100	107	x
N#CCS(=O)(=O)c1ccccc1	x	101	103	106	98	100	103	108
O=P(c1ccccc1)(c1ccccc1)C(O)c1cccs1 (stereo unspecified)	100	107	106	99	x	106	114	98
O=C(O)c1ccc(NC(=O)C(Cl)Cl)cc1	91	78	99	97	95	88	102	92
c1ccc(Cn2nc(OCCN3CCCCC3)c3ccccc32)cc1	86	92	96	100	101	104	105	96
CN(C)c1cccc(S(=O)(=O)O)c1	99	109	108	102	98	105	114	116
CC1(C)CC(=O)C2=C(C1)OC(C(=O)c1ccc([N+](=O)[O-])cc1)C2c1cccc(Oc2ccccc2)c1 (stereo unspecified)	62	89	86	88	91	75	97	73
Cc1cccc(NC(=O)Nc2ccc(Nc3ncnc4sc5c(c34)CCN(C(=O)OC(C)(C)C)C5)cc2)c1	71	73	92	99	104	81	103	86
COC(=O)c1ccc2ccccc2c1	91	105	99	92	88	97	99	98
COc1ccc(-c2nc3ccc(-c4nc5ccc(N6CCN(c7ccc(F)cc7)CC6)cc5[nH]4)cc3[nH]2)cc1OC	64	76	66	62	100	77	91	21
CCOc1cc(-c2ccc[nH]2)[nH]c1/C=C1\N=C(C)C(C(=O)OC)=C1C	x	-58*	-93*	-60*	-50*	-47*	-84*	-38*
CC(C)=CC(=O)N(C(C)C)C(C)C	101	96	108	101	104	98	110	101
O=C1/C(=C\c2ccc(F)cc2)CN(C(=O)c2ccc([N+](=O)[O-])cc2)C/C1=C\c1ccc(F)cc1	x	33	46	2.0*	x	53	65	7.8*
CC(=O)Nc1ccc2nc(NC(=O)c3[nH]c(C)c(Cl)c3Cl)sc2c1	65	97	93	99	81	84	99	101
CCOC(=O)CCC(NC(=O)c1ccc(N(C)CCC(C)=O)cc1)C(=O)OCC (stereo unspecified)	x	97	99	113	x	107	112	85
CCOP(=O)(OCC)/C(C#N)=C/c1ccc([N+](=O)[O-])cc1	77	92	106	99	103	93	96	95
O=C1C(C2SC(=S)N(C3CCCCCCC3)C2=O)SC(=S)N1C1CCCCCCC1 (stereo unspecified)	103	107	100	101	102	94	103	94
O=BNc1ccccc1	x	99	114	98	108	108	107	x
COCCN(/N=N/c1nc[nH]c1C(N)=O)C(C)(C)C	79	78	113	46	103	103	106	67
CCCCC1(C=O)NC(=O)NC1=O (stereo unspecified)	101	86	99	101	104	97	116	112
COc1ccc(-c2nc3sccn3c2-c2ccnc(NCCNS(=O)(=O)c3ccc(C(F)(F)F)cc3)n2)cc1	13	46	-94*	10	x	19	14	9.6*
O=C1CC(C(=O)NCc2ccc(Cl)cc2Cl)CN1 (stereo unspecified)	93	93	99	97	95	80	105	98
CCOC(=O)c1cc(/C=C/c2cccc(Cl)c2)on1	89	100	97	79	75	104	104	67
CCOC(=O)C1CCCCC1C(=O)OCC (stereo unspecified)	x	111	102	104	x	105	111	98
O=c1oc2ccccc2cc1C1=Nn2c(nnc2-c2cccnc2)SC1	90	73	97	105	88	95	116	98
